AP complement: alternative pathway complement inhibition, orthogonal assay | hit rate 0.08% among 62,000 | AID 1235 | Human serum alternative complement pathway, LPS-coated ELISA, C3 deposition; tested in compound mixtures | inhibition, % at 5 µM;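 active means inhibition above 30% in each of the two pooled mixtures holding the compound, so the lower value exceeds 30%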;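 further: 0% = serum in Mg-EGTA without compound and 100% = EDTA serum blank; some compounds past the cut are filed as inactive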
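Assay system: Human serum alternative complement pathway, C3 deposition on LPS-coated wells | Incubation: 1 h serum-compound exposure at 37 °C | Doses: 5 µM per compound in ten-compound mixtures | Read-out: Percent inhibition | Technique: ELISA with HRP anti-human C3 antibody, TMB substrate, absorbance 450 nm | Replication: Two pool placements per compound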
SF1 activator: SF-1 (human) activation; CHO-K1 Gal4-SF-1 LBD luciferase reporter; % increase over DMSO SF-1-specific signal; activation, % at 10 µM; hit rate 1.9% among 65,000; AID 522;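 active means activation above the mean activation of all tested compounds plus 3 SD, cut at about 50% in these data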
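Material: Transient Gal4-SF-1 LBD reporter, CHO-K1 | Input: 4,000 cells/well | Dosing: One dose, 10 µM compound, 1% DMSO | Incubation: 20 h compound treatment, 37 °C | Detection: SteadyLite luciferase luminescence | Evaluation: Percent activation relative to DMSO median and mock-transfected background | Benchmarks: DMSO-treated SF-1-transfected cells as negative, DMSO-treated mock-transfected cells lacking SF-1 as background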
S1P3 agonist: activates the human S1P3 receptor; Q99500; S1P3 NFAT-BLA reporter cells, agonism, FRET ratio; relative to 1 µM S1P, basal subtracted; activation, % at 4.5 µM; hit rate 0.1% among 60,000;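 active means activation above the screen-wide mean plus 3 SD, cut at about 4.5% in these data, passing the limit was not always enough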; further: some compounds called inactive have numbers as strong as hits
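Benchmarks: high control 1 µM S1P / System: stable CHO line with human S1P3, Gα16, NFAT-BLA reporter / Dosing: single compound concentration, 4.5 µM final / Timing: 4 h compound at 37 °C, 2 h substrate at RT / Measured by: FRET β-lactamase substrate fluorescence, excitation 405 nm, 460/535 nm emission ratio, background-subtracted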
S1P1 ag-PAM: activates or potentiates agonism at human S1P1 receptor | S1P1 CRE-bla cells, forskolin, beta-lactamase FRET, potentiator mode; S1P1 agonist co-added at EC20, 2 nM; 100% = saturating reference agonist, 0% = basal | hit rate 0.57% among 56,000 | P21453 | AID 449 | activation, % at 9.5 µM;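 active means activation above a cutoff set at the mean activation of all tested compounds plus 3 SD, cut at about 54% in these data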;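 further: forskolin at 4 µM as EC80 and the EC20 agonist is SEW2871; 100% = SEW2871 at its EC100 plus forskolin at EC80; some compounds past the cut are filed as inactive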
Target sequence (P21453 whole entry, looked up): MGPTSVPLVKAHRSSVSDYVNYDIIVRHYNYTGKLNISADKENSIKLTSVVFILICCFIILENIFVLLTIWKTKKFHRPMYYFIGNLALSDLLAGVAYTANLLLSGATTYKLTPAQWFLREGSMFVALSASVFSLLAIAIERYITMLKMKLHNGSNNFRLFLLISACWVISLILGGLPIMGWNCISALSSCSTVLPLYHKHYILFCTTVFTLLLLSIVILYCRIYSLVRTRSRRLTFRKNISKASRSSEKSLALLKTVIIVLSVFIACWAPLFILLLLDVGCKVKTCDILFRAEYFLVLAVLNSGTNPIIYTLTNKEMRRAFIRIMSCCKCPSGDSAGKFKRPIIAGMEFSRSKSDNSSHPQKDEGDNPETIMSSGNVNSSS
5HT1E antag: blocks the human 5-HT1E serotonin receptor | P28566 | CHO 5-HT1E Ga15 NFAT-bla reporter, FRET, antagonist | inhibition, % at 6 µM | hit rate 0.99% among 65,000;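 active means inhibition above a set limit, the mean inhibition across every tested compound plus 3 SD, cut at about 29% in these data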;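 further: signal is the 460 over 535 nm emission ratio of beta-lactamase substrate; 0% = agonist plus DMSO wells and 100% = wells without agonist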
Target sequence (P28566 whole entry, looked up): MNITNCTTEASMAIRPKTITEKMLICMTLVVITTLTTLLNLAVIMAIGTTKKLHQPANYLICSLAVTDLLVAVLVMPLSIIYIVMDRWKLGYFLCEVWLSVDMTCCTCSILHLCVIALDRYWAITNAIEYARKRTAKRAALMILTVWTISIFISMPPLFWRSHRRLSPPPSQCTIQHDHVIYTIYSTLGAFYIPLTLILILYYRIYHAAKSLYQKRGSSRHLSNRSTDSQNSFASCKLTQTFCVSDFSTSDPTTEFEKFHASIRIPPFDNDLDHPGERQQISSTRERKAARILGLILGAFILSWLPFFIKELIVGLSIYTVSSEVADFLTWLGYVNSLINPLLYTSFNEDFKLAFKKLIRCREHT
RORa activator: RORA (human) activation; activation, % at 10 µM; CHO-K1 Gal4-RORA LBD luciferase reporter, luminescence; percent increase over mock-subtracted basal signal; hit rate 1.5% among 65,000; P35398;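 active means activation above the mean of all tested compounds plus 3 SD, cut at about 49% in these data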;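 further: 0% = DMSO-treated RORA cells and 100% = added signal equal to DMSO minus mock-transfected cells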
tolC growth inh: E. coli tolC mutant growth inhibition; hit rate 2.2% among 65,000; E. coli BW25113 tolC mutant growth, OD615; growth inhibition, % at 10 µM (by protocol);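 active means growth inhibition at or above a cutoff equal to the mean over every tested compound plus 3 SD, cut at about 60% in these data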;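 further: growth measured after 20 h incubation at 37 °C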
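Test system: tolC-deleted E. coli BW25113; medium: LB with kanamycin 50 µg/mL; compound: single-point testing at 10 µM; incubation: 20 h compound exposure of bacteria at 37 °C; signal: OD at 615 nm; evaluation: growth inhibition in percent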
5HT1E ag: activates the human 5-HT1E serotonin receptor; P28566; CHO 5-HT1E Ga15 NFAT-bla reporter, FRET; 0% DMSO wells, 100% control agonist wells; activation, % at 6 µM; hit rate 0.69% among 65,000;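 active means activation above a set limit, the screen-wide mean activation plus 3 SD, cut at about 8.5% in these data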;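 further: 100% = positive control agonist at 1 µM giving full maximal response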
5-HT1A blocker: antagonists of human 5-HT1a serotonin receptor. P08908. CHO 5-HT1a Ga15 NFAT-bla reporter, antagonist mode. inhibition, % at 10 µM. hit rate 0.68% among 62,000. AID 612;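 active means inhibition above the mean of all tested compounds plus 3 SD, cut at about 43% in these data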;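 further: receptor stimulated by 5-CT agonist at 100 nM near EC80; beta-lactamase reporter measured by ratiometric fluorescence of a cleavable substrate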
* = called active by the depositor; . = not tested or not shown.

SMILES	AP complement	SF1 activator	S1P3 agonist	S1P1 ag-PAM	5HT1E antag	RORa activator	tolC growth inh	5HT1E ag	5-HT1A blocker
COc1ccc(CNC(=O)CN(CC2CCCO2)C(=O)CNS(=O)(=O)c2ccccc2)cc1 (centres undefined)	6	-12	-0.5	-10	-9	3	-3	0.4	2
Cn1c(=O)oc2cc(S(=O)(=O)NCCC(=O)N3CCc4ccccc43)ccc21	11	0	0.3	3	4	1	-2	-0.3	-4
CS(=O)(=O)Nc1nnc(Cc2ccccc2)s1	11	-7	-1.1	8	0	-17	1	0.2	0
CC(=O)C1=C(O)C(=O)N(c2cc(C(C)(C)C)on2)C1c1ccc(Br)cc1 (centres undefined)	6	0	-0.4	7	-6	-5	45	0.8	-12
CC(=O)NCCc1ccc(S(=O)(=O)N2CCOCC2)cc1	2	-7	-0.1	-14	-3	14	-4	-0.2	5
CC(=O)N1CCc2cc(S(=O)(=O)CCC(=O)Nc3cccc(F)c3)ccc21	-2	18	-0.3	-6	2	-7	-21	-0.4	-3
COc1ccccc1N1CCN(S(=O)(=O)c2cccc(F)c2)CC1	8	-20	.	.	-1	-5	10	-1.1	-2
NS(=O)(=O)c1ccc(CCNC2CC(=O)N(Cc3ccccc3)C2=O)cc1 (centres undefined)	9	7	-1.0	-8	-13	-12	-13	0.0	0
Cc1csc(SCCn2c(N3CCCC3)nc3c2c(=O)[nH]c(=O)n3C)n1	9	-3	-0.4	11	3	-8	-12	-0.1	-8
Cc1nc(SCC(=O)Nc2ccccc2C(F)(F)F)c2c(=O)n(C)c(=O)n(C)c2n1	5	-2	.	.	10	-21	-6	-1.2	-6
O=C1c2ccccc2-c2ncnc3c(N4CCOCC4)cc(N4CCOCC4)c1c23	13	3	-0.3	-51	39*	22	7	0.1	6
CCOC(=O)N1CCC(NC(=O)Cn2ncn3c(cc4sc(CC)cc43)c2=O)CC1	12	1	0.3	-16	-1	-7	-11	-0.5	-11
CCCOC(=O)C1=C(C)NC2=C(C(=O)CCC2)C1c1ccc(N(C)C)cc1 (centres undefined)	-2	5	-0.6	9	9	7	16	-0.5	-6
O=C(CCN1CCCC1Cc1ccccc1)c1ccc2c(c1)OCCO2 (centres undefined)	2	-26	-4.7	42	16	-30	-3	8.9*	.
Cc1cc(C)c(NC(=O)c2ccc(S(=O)(=O)N(C)C)cc2)c(C)n1	24	5	-1.1	.	4	-16	-9	0.8	8
O=C(Nc1ccccc1Cl)N1CCN(c2ccc3nnc(-c4ccc(F)cc4)n3n2)CC1	8	7	-0.5	-34	3	-13	11	1.3	-13
CCOc1ccccc1C(=O)NCCCn1ccnc1	4	-11	-0.4	.	14	-13	-7	0.0	-6
N#Cc1ccc2ccn(CC(=O)NCc3ccccc3)c2c1	20	13	-1.2	9	3	-6	-10	-0.8	23
CCOC(=O)Cn1c(=O)c2c(nc3n2CCN3Cc2ccccc2)n(C)c1=O	14	2	-0.8	-3	7	-10	3	0.0	-18
N#Cc1c(NC(=O)CSc2nnnn2C2CCCCC2)sc2c1CCCC2	-11	0	-0.8	-2	0	13	-7	0.8	-5
CCOC(=O)c1cc(OC(=O)c2cccs2)n(-c2ccccc2)n1	19	-4	0.3	.	-3	-21	14	-0.7	-9
O=C1CC(=O)CC(c2ccccc2Cl)C1	5	-8	-0.3	-2	15	-8	-4	0.0	2
O=C(c1ccccc1Cl)N1CCC(c2nc3c(nnn3Cc3ccco3)c(=O)[nH]2)CC1	1	-21	-1.7	1	-4	-21	11	1.0	-16
O=C(Cn1cc2c(n1)CCCCC2)NC1CCCCCC1	8	12	-0.9	-1	0	26	-9	-1.0	11
CCOC(=O)CNC(=O)Cn1cnc2ccc(S(=O)(=O)N3CCC(C)CC3)cc2c1=O	6	-10	-1.5	-35	4	15	21	0.2	-2
COc1ccccc1NC(=O)C1=C(C)Nc2nnnn2C1c1cccc(C)c1 (centres undefined)	7	-15	0.1	-12	-4	-20	6	0.1	2
CC(=O)N1CCc2cc(Br)cc(S(=O)(=O)NCCCN3CCC(C)CC3)c21	6	-8	-0.2	8	-12	20	-7	1.7	2
COc1ccc(-c2cnc(SCC(=O)Nc3cc(C)on3)n2Cc2ccco2)cc1	26	8	.	.	19	-14	80*	0.3	5
Cc1cc(NC(=O)c2ccc(S(=O)(=O)N3CCOCC3)cc2)nc2c1c(=O)oc1ccccc12	10	-10	.	.	0	-15	16	-0.3	-22
NC(=O)C1CCN(C(=O)c2cc3n(n2)C(C(F)(F)F)CC(c2ccco2)N3)CC1 (centres undefined)	7	9	0.3	-25	-5	-1	-14	0.4	1

Another view of part of the listing above.
CS(=O)(=O)Nc1nnc(Cc2ccccc2)s1
- AP complement: 11
- SF1 activator: -7
- S1P3 agonist: -1.1
- S1P1 ag-PAM: 8
- 5HT1E antag: 0
- RORa activator: -17
- tolC growth inh: 1
- 5HT1E ag: 0.2
- 5-HT1A blocker: 0
CC(=O)C1=C(O)C(=O)N(c2cc(C(C)(C)C)on2)C1c1ccc(Br)cc1 (centres undefined)
- AP complement: 6
- SF1 activator: 0
- S1P3 agonist: -0.4
- S1P1 ag-PAM: 7
- 5HT1E antag: -6
- RORa activator: -5
- tolC growth inh: 45
- 5HT1E ag: 0.8
- 5-HT1A blocker: -12
CC(=O)NCCc1ccc(S(=O)(=O)N2CCOCC2)cc1
- AP complement: 2
- SF1 activator: -7
- S1P3 agonist: -0.1
- S1P1 ag-PAM: -14
- 5HT1E antag: -3
- RORa activator: 14
- tolC growth inh: -4
- 5HT1E ag: -0.2
- 5-HT1A blocker: 5
CC(=O)N1CCc2cc(S(=O)(=O)CCC(=O)Nc3cccc(F)c3)ccc21
- AP complement: -2
- SF1 activator: 18
- S1P3 agonist: -0.3
- S1P1 ag-PAM: -6
- 5HT1E antag: 2
- RORa activator: -7
- tolC growth inh: -21
- 5HT1E ag: -0.4
- 5-HT1A blocker: -3

Next records
SMILES	AP complement	SF1 activator	S1P3 agonist	S1P1 ag-PAM	5HT1E antag	RORa activator	tolC growth inh	5HT1E ag	5-HT1A blocker
COc1ccc(C(=O)CSc2nnc(-c3ccco3)n2C)cc1	14	-6	-0.3	-2	-5	-10	6	0.1	-2
O=C(NC1CCCCC1)c1cnn2c(C(F)(F)F)cc(-c3ccco3)nc12	-5	12	.	.	10	9	21	1.2	21
CCCNS(=O)(=O)c1cccc2cccnc12	10	15	0.2	-13	4	-6	-9	0.3	2
CC(=O)c1ccc(-n2nnnc2SCC(=O)N2CCN(C(=O)c3ccco3)CC2)cc1	21	-1	-0.6	-9	4	-14	-10	-1.1	7
COc1ccccc1NS(=O)(=O)c1ccc(C)c(C(N)=O)c1	11	-12	-0.5	.	7	18	-7	0.1	-5
N#Cc1c(NC(=O)c2cc(C3CC3)on2)sc2c1CCC2	15	80*	-0.8	25	-9	26	4	1.8	9
Cc1cc(NC(=O)CSc2nc3c(c(=O)n2Cc2ccccc2)SC(C)C3)no1 (centres undefined)	-3	-11	-0.4	-9	11	7	-11	0.4	-5
O=S(=O)(c1ccc(OCC(O)CN2CCC(Cc3ccccc3)CC2)cc1)N1CCOCC1 (centres undefined)	-12	4	-1.1	14	11	-17	9	0.7	1
CN(C)S(=O)(=O)c1ccccc1C#N	-13	11	-0.5	5	-8	-1	-7	-0.7	6
Cc1ccc(C)c(CSc2nnc(-c3cccnc3)n2N)c1	3	0	-1.1	-3	-4	-12	-1	-0.1	1
CC(=O)C1=C(O)C(=O)N(CC(=O)O)C1c1ccccc1Cl (centres undefined)	10	3	-0.7	-9	6	-21	-10	1.8	-5
CC(=O)Nc1ccc(Cl)cc1C(=O)O	3	-7	-1.1	0	8	-5	-13	-0.3	2
COc1ccc(C(=O)CSc2nccc(=O)[nH]2)cc1	0	-3	-0.7	-29	-5	-4	-8	-0.3	6
CCCCN(C)C(=O)CS(=O)(=O)Cc1nc(-c2cccc(OC)c2)oc1C	3	0	-0.4	5	8	10	3	-1.0	26
O=C(NC(Cc1ccccc1)C(=O)OCC(=O)N1CCc2ccccc21)c1ccco1 (centres undefined)	-13	9	-0.3	-2	1	10	40	0.3	2
Cc1nc(N2CCOCC2)c2oc3ccccc3c2n1	2	-8	0.0	-56	12	-3	0	1.8	15
CC(C)(C)n1nnc(CCc2nnn(C(C)(C)C)n2)n1	8	10	-3.8	16	2	6	-12	-1.3	.
COc1cc(C(=O)NCCC2=CCCCC2)cc(OC)c1OC	-2	-32	-1.3	-32	6	-7	5	-1.0	6
O=C(Cc1n[nH]c(=O)c2ccccc12)OCC(=O)c1ccc2c(c1)OCCO2	-12	-5	-1.2	-20	11	19	19	-0.9	14
N=C1C(c2nc(-c3ccc(Cl)cc3)cs2)=C(O)CN1CCCN1CCOCC1	16	-16	0.3	-4	-1	7	1	-0.3	-10
Cc1[nH]nc2ncc(C(=O)c3ccccc3O)cc12	1	-3	.	.	20	-28	2	-0.2	32
O=C(c1cn(CC(=O)N2CCCCC2)c2ccccc12)C1CC1	6	16	0.4	14	1	1	-9	-0.3	0
COC(=O)c1sc2cnccc2c1N	6	12	0.6	-1	-2	-14	9	0.7	-4
COCCNS(=O)(=O)c1cccc2cccnc12	-9	2	-0.6	-4	-3	8	-8	-0.4	6
CCn1c2ccccc2c2nnc(SCC(=O)NC(CC(C)C)C(=O)OC)nc21 (centres undefined)	-1	-4	-0.4	-40	8	-17	5	0.4	-15
O=S1(=O)CCC(NS(=O)(=O)c2cccc3cccnc23)C1 (centres undefined)	17	4	-0.6	-3	-2	-11	-2	-0.1	-3
CCCCn1c(SCc2cccnc2)nc2c1c(=O)n(C)c(=O)n2C	-3	-10	1.4	10	-3	3	9	0.5	-7
CC(C)NS(=O)(=O)c1ccc(OCC(=O)NCc2cccnc2)cc1	8	36	-0.6	-13	-1	-3	-11	0.2	1

Screens: PubChem BioAssay, several laboratories
